ATG4B inhibitor = ATG4B (human) cysteine protease inhibition; Q9Y4P1; ATG4B cleavage of LC3-PLA2, NBD-HPC fluorescence, 1 h; inhibition, % at 8.33 µM; 340,000 compounds, 0.51% hits; AID 504462; in the data active means inhibition above about 40%
Target sequence (Q9Y4P1 whole entry, looked up): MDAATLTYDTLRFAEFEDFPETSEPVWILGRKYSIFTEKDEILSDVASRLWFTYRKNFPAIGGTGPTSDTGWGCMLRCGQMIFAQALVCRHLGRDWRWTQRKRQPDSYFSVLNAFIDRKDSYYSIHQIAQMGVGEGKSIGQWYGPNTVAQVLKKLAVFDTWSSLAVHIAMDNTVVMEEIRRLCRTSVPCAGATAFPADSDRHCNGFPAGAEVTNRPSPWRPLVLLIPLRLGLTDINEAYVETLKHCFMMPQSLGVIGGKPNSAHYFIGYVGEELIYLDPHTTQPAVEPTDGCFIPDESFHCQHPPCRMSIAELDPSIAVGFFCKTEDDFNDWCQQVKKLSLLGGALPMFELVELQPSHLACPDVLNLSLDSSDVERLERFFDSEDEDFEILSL
HKDC1 inh = inhibitors of human hexokinase HKDC1. Q2TB90. recombinant HKDC1, G6PDH/diaphorase resazurin coupled fluorescence. inhibition, % at 20 µM. 340,000 compounds, 0.16% hits. AID 493160;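 active means inhibition above about 35% when tested at 20 µM, limit read from the data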;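 further: plate controls were DMSO wells with enzyme for no effect and DMSO wells lacking enzyme for full effect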
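Assay system: recombinant HKDC1 hexokinase; detection: coupled resazurin fluorescence, excitation 525 nm, emission 613 nm; benchmarks: DMSO-plus-enzyme-mix negative control, buffer-substituted positive control; compound dosing: single 20 µM dose; schedule: 90 min at room temperature in dark; also added: glucose plus 1 mM ATP as hexokinase substrates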
hIAP block = human IAP inhibition. inhibition, % at 10 µM. 330,000 compounds, 0.12% hits. purified IAP, CDP-Star luminescence, 30 min. P09923. AID 2544;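 active means inhibition reaching a set limit with compound at 10 µM in the primary screen, cut at about 35% in these data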;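 further: plate controls were DMSO wells with enzyme for no effect and no-enzyme buffer wells for full effect; values of inactives mirror those of a sister screen read the other way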
Target sequence (P09923 whole entry, looked up): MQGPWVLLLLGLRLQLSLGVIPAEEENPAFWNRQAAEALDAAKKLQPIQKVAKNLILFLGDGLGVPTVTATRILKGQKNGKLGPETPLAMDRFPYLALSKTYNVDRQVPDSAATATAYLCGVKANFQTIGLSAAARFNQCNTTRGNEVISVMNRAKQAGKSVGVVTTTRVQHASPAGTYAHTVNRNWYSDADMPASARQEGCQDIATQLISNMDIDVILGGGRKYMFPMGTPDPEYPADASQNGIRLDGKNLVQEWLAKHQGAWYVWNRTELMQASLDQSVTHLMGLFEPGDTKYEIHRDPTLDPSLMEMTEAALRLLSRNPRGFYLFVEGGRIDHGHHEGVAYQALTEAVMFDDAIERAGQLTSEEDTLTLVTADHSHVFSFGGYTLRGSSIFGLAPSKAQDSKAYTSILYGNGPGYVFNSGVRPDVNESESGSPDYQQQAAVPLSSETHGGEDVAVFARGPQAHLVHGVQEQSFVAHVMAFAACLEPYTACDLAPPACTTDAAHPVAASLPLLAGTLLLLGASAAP
hIAP act = increases human intestinal alkaline phosphatase activity; P09923; purified human IAP, CDP-Star luminescence, 30 min; stronger effect = higher value; 1 = vehicle-only enzyme, 0 = enzyme-free background; activation factor at 10 µM; 330,000 compounds, 0.16% hits; AID 2524;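 active means activation factor of the enzyme at least 2-fold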; further: the source names both 10 and 20 µM as test concentration; values of inactives mirror those of a sister screen read the other way
PfGluPho inh = PfG6PD (Plasmodium falciparum) enzyme inhibition | AID 504690 | inhibition, % at 20 µM | 350,000 compounds, 0.78% hits | PfGluPho enzyme, NADPH resazurin-diaphorase fluorescence;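 active means inhibition reaching at least a set limit at 20 µM in the primary screen, cut at about 59% in these data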;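 further: 0% = DMSO wells with substrate and 100% = DMSO wells lacking glucose-6-phosphate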
mIAP block = mouse IAP inhibition; purified mouse IAP, CDP-Star luminescence, 30 min; 330,000 compounds, 0.2% hits; inhibition, % at 10 µM;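 active means inhibition of at least 40% at 10 µM in the primary screen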;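 further: plate controls were DMSO with enzyme for no effect and no enzyme wells for full effect; values of inactives mirror those of a sister screen read the other way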
APOBEC3A inh = blocks human APOBEC3A ssDNA deamination; inhibition, % at 20 µM; recombinant A3A, FAM/TAMRA ssDNA deamination fluorescence; 330,000 compounds, 0.41% hits;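 active means at least 40% inhibition at 20 µM here, with at most 30% in a related deaminase screen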;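 further: plate controls were A3A with DMSO for no effect and wells lacking A3A enzyme for full effect; some results filed as inactive read as strong as hits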
mIAP act = increases mouse intestinal alkaline phosphatase activity; 330,000 compounds, 0.24% hits; AID 2805; activation factor at 10 µM; muIAP, CDP-Star luminescence, 30 min; stronger effect = higher value; 1 = vehicle-only enzyme signal, 0 = enzyme-free wells;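 active means activation factor of at least 2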; further: the source names both 10 and 20 µM as test concentration; values of inactives mirror those of a sister screen read the other way
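Assay system: mouse IAP enzyme; reagent: chemiluminescent substrate CDP-Star; dosing: test compounds delivered from DMSO solution; schedule: 30 min at room temperature; measured by: luminescence from enzymatic CDP-Star hydrolysis; controls: DMSO-only wells and no-enzyme negative control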
* marks the source's active call; other numbers are inactive results. Outcome played no part in choosing rows. Share with any hit: about 2.4%.

No.	smiles	ATG4B inhibitor	HKDC1 inh	hIAP block	hIAP act	PfGluPho inh	mIAP block	APOBEC3A inh	mIAP act
1	O=C(O)CCN1C(=O)c2ccc(NC(=O)c3cccs3)cc2C1=O	3	3	12	0.88	-8	-8	-7	1.1
2	CCOC(=O)C1CCN(C(=O)C(C)Sc2nnc3ccccn23)CC1 (stereo not given)	1	-4	-5	1	-16	-2	60*	1
3	CCOC(=O)c1c(C)[nH]c(C(=O)C(C)OC(=O)c2cccc(OCc3c(C)noc3C)c2)c1C (stereo not given)	-3	-3	9	0.91	18	1	-4	0.99
4	COc1ccc(-n2c(C)nc3cc(C(=O)NCc4ccc5c(c4)OCO5)ccc32)cc1	-12	-11	-9	1.1	5	-16	-2	1.2
5	N#Cc1ccc(/C=C/C(=O)c2ccc3c(c2)OCO3)cc1	0	18	4	0.96	-21	-8	0	1.1
6	O=Cc1c(Cl)nc2ccccn2c1=O	7	3	5	0.95	-5	8	0	0.92
7	COC(=O)c1cc(S(=O)(=O)N2CCC(C(N)=O)CC2)oc1C	4	-6	14	0.86	-3	6	-3	0.94
8	Cc1nc2cc(-c3cccc(F)c3)nn2c(C)c1CCC(=O)N1CCN(c2ccccn2)CC1	-7	-1	14	0.86	19	-2	0	1
9	O=C(c1ccc2c(=O)n3c(nc2c1)CCCCC3)N1CCN(c2ccc([N+](=O)[O-])cc2)CC1	-1	5	21	0.79	-3	14	2	0.86
10	O=C(Nc1ccc2c(c1)OCO2)C1COc2ccccc2O1 (stereo not given)	-4	-2	-14	1.1	6	-7	1	1.1
11	O=C(CN(c1ccc2c(c1)OCCO2)S(=O)(=O)c1ccccc1)NCc1ccc(Cl)cc1	1	-6	-4	1	-3	-7	1	1.1
12	CCN(CC)CCCNC(=O)CCc1ccccc1	-6	-3	-9	1.1	-5	0	-4	1
13	C/C(=N\NC(=O)c1ccccc1)c1ccccc1F	2	-1	-5	1.1	-10	8	0	0.92
14	NC1=NC[C@@H](Cc2ccc(O)cc2)N1CCc1cccc2ccccc12	2	2	11	0.89	-14	-14	0	1.1
15	CC(=O)Nc1ccc(OCC(=O)NCCc2ccccc2)cc1	-6	-4	-13	1.1	3	-18	-4	1.2
16	CCC(C)N=C1CC(C)(C)CC(=O)/C1=C(/O)Cc1ccccc1 (stereo not given)	-9	-9	11	0.89	-5	-4	-1	1
17	CCOC(=O)c1sc(NC(C)=O)cc1C	2	3	-17	1.2	-2	-2	1	1
18	CCS(=O)(=O)c1ccc(C(=O)Nc2cccc(Cl)c2)c(Cl)c1Cl	-4	2	-20	1.2	7	-2	-6	1
19	CN1CCN(C(=O)NCC23CC4CC(CC(C4)C2)C3)CC1	-1	-4	-15	1.1	12	-7	9	1.1
20	COc1ccc(OCCSc2nc(N)cc(=O)[nH]2)cc1	-6	-8	5	0.95	-17	4	-2	0.96
21	c1ccc2c(c1)nc(Nc1ccc3c(c1)OCO3)c1nnnn12	-3	-5	3	0.97	13	19	2	0.81
22	O=C(NCCC(=O)N1CCC2(CC1)NCCc1[nH]cnc12)c1cccc(C(F)(F)F)c1	4	-6	16	0.84	13	-2	-8	1
23	O=C(c1cncc(Br)c1)N1CCc2ccccc2C1	-4	-3	-3	1	-8	-3	-1	1
24	Cc1ccc(C)n1-c1ccc(C(=O)N2CCOCC2)cc1	13	6	14	0.86	5	-4	-3	1
25	CN(C)c1ccc(CNC23CN4CN(CN(C4)C2)C3)cc1	-5	0	5	0.95	-2	-1	-1	1
26	Cc1c(C(=O)Nc2ccccc2)sc2ncn(CC(=O)N3CCCCC3)c(=O)c12	-7	3	-6	1.1	8	-10	0	1.1
27	COc1ccc(CNC(=O)[C@H](NC(=O)C2CCN(C(=O)[C@@H](N)CCSC)CC2)C(C)C)cc1	-15	0	6	0.94	16	-2	-3	1
28	CN(Cc1ccccc1)C(=O)COC(=O)c1ccc(-n2cnnn2)cc1	-3	-7	-11	1.1	4	7	1	0.93
29	O=C(CCN1C(=O)c2cccc([N+](=O)[O-])c2C1=O)NC1CCCCCC1	-8	0	-15	1.2	9	-6	-3	1.1
30	COC(=O)c1cc(Br)c(=O)n(-c2ccccn2)c1	-1	2	6	0.94	2	-9	-9	1.1
31	COc1ccccc1N(CC(O)CN1CCOCC1)S(=O)(=O)c1ccccc1 (stereo not given)	-4	-8	4	0.96	-5	15	-6	0.85
32	COc1ccc(OCC(=O)Nc2ccncc2)cc1	-4	-4	-2	1	-12	9	3	0.91
33	CCn1c(=O)c2c(cnn2C)c2ccccc21	3	-5	2	0.97	0	7	3	0.93
34	COc1cc(/C=N/N(CCO)C2=NS(=O)(=O)c3ccccc32)cc(OC)c1OC	-12	2	-4	1	17	5	-5	0.95
35	O=C(CC(Nc1ccc(F)cc1)C(=O)O)c1ccccc1 (stereo not given)	4	-2	-8	1.1	29	0	-7	1
36	COC(=O)CSc1n[nH]c(=S)s1	3	1	7	0.93	7	-6	-2	1.1
37	CC(C)c1ccc(/C=C/C(=O)NC(=S)NN2CCOCC2)cc1	-3	1	-18	1.2	-2	8	-4	0.93
38	Cc1nc(SCC(O)CCl)c([N+](=O)[O-])[nH]1 (stereo not given)	-4	-4	-1	1	2	-3	5	1
39	Cc1ccc2c(=O)c(C(=O)NCc3cccs3)c[nH]c2c1	-15	-6	-3	1	1	8	-3	0.92
40	CCN1CCN(Cc2nnc(-c3ccccc3)o2)CC1	1	-5	-12	1.1	4	0	-2	1

Whole records from above.
O=C(CCN1C(=O)c2cccc([N+](=O)[O-])c2C1=O)NC1CCCCCC1 in the list: ATG4B inhibitor = -8; HKDC1 inh = 0; hIAP block = -15; hIAP act = 1.2; PfGluPho inh = 9; mIAP block = -6; APOBEC3A inh = -3; mIAP act = 1.1
c1ccc2c(c1)nc(Nc1ccc3c(c1)OCO3)c1nnnn12 in the list: ATG4B inhibitor = -3; HKDC1 inh = -5; hIAP block = 3; hIAP act = 0.97; PfGluPho inh = 13; mIAP block = 19; APOBEC3A inh = 2; mIAP act = 0.81

Later entries:
No.	smiles	ATG4B inhibitor	HKDC1 inh	hIAP block	hIAP act	PfGluPho inh	mIAP block	APOBEC3A inh	mIAP act
41	COc1cc(-c2nc3ccc(C)cn3c2Nc2ccc3c(c2)OCCO3)ccc1O	-12	6	4	0.96	26	6	-6	0.94
42	CCc1cc(Cn2nc(-c3ccccc3)cc2C(=O)NCc2cccc(C(F)(F)F)c2)on1	15	-1	5	0.95	15	-244	0	3.4*
43	NC(=O)Cn1nc([N+](=O)[O-])nc1Oc1ccc(Br)cc1	-8	4	6	0.94	5	-7	-2	1.1
44	S=C(Nc1ccc(-c2nc3ccccc3[nH]2)cc1)Nc1cccnc1	-7	5	11	0.89	29	-9	-2	1.1
45	CCC[C@@H](CN[C@@H](CNC)[C@H](C)CC)NCC1CCC(C(C)(C)C)CC1 (stereo not given in full)	2	-5	-10	1.1	-2	4	-3	0.96
46	O=C(CN1C(=O)c2ccccc2C1=O)Nc1ccccc1C(=O)N1CCCC1	-2	-7	7	0.93	-7	8	-4	0.92
47	O=C(c1ccco1)N1CCN(CCCCOc2ccc(F)cc2)CC1	-1	10	2	0.98	1	-10	1	1.1
48	OCCN1CCN(c2ncnc3sc4c(c23)CCCC4)CC1	-5	4	16	0.84	10	4	2	0.95
49	O=C(NC(=S)Nc1ccccc1N1CCOCC1)c1ccc(-c2ccccc2F)o1	-6	-2	-10	1.1	10	6	-5	0.94
50	Cc1ccc(N2CCN(C(=S)c3ccc(N(C)C)cc3)CC2)cc1	-2	-10	14	0.86	47	17	-6	0.83
51	Cc1oc2cc(O)ccc2c(=O)c1Oc1ccc2ccccc2c1	-8	2	11	0.89	-15	-1	-3	1
52	CCOc1ccc(NC(=O)c2ccc(S(=O)(=O)N3CCOCC3)cc2)cc1	-3	-6	-9	1.1	2	4	-1	0.96
53	COc1ccc(/C(C)=N/NC(=O)c2nc(C)cc(C)n2)cc1	-1	-2	0	0.99	-13	5	-2	0.95
54	COc1cccc(C(=O)Nc2nnc(S(=O)(=O)N3CCOCC3)s2)c1	10	0	-4	1	98*	-1	-1	1
55	O=C(CC1SC(=O)NC1=O)Oc1ccc(/C=N/NC(=O)c2ccccc2O)cc1 (stereo not given)	2	-7	3	0.97	8	1	-3	0.99
56	N#Cc1c(SCC(=O)Nc2nc3ccccc3s2)sc2c(O)cc(=O)[nH]c12	-30	28	-18	1.2	12	61*	78	0.39
57	Cc1ccn2c(Nc3ccccc3C)c(-c3ccncc3)nc2c1	-2	0	-10	1.1	10	-4	4	1
58	COc1ccc(S(=O)(=O)Nc2ccccn2)c(C)c1C	-6	1	7	0.93	-3	-6	-1	1.1
59	O=C(CN1CCC(NC(=O)c2ccc(F)cc2)CC1)NCc1ccccc1F	-12	-4	6	0.94	-3	-3	0	1
60	CC(Oc1ccc(Br)cc1)C(=O)N(C)CC(=O)Nc1ccc(N2CCOCC2)cc1 (stereo not given)	-10	-10	20	0.8	0	-4	-3	1
61	CC(C)C[C@H](NC(=O)NCCC1=CCCCC1)C(=O)O	2	12	-24	1.2	-20	-8	-2	1.1
62	CSCC[C@H](NC(=O)NCCC1=CCCCC1)C(=O)O	4	-7	-7	1.1	-5	6	-3	0.94
63	O=C(COC(=O)c1cc[n+]([O-])cc1)Nc1ccc([N+](=O)[O-])cc1	-16	-6	4	0.96	-9	2	2	0.97
64	COCCNC(=O)CN(C(=O)c1ccc(N2CCCC2)nc1)c1ccccc1	-3	-7	-1	1	3	-5	7	1
65	COC(=O)COc1ccc(-c2ccc(F)cc2)cc1C=O	43*	-7	-14	1.1	-5	2	-3	0.98
66	COc1ccc2cc(C#N)c(N3CCOCC3)nc2c1	-7	-5	-12	1.1	-2	1	-3	0.99
67	COc1ccc(/C=C/C(=O)N2CCCc3ccccc32)c(OC)c1	15	1	17	0.83	10	-2	3	1
68	Cc1ccc2nc3c(cc(C(=O)NCC4CCCO4)c(=N)n3C3CCCC3)c(=O)n2c1 (stereo not given)	-7	2	10	0.9	11	0	1	0.99

Assay outcomes as filed in PubChem BioAssay.
